# Bioassay records (PubChem)
# CXXC DNA block = qHTS Fluorescence Polarization Assay for Inhibitors of MLL CXXC domain - DNA interaction; Histone-lysine N-methyltransferase 2A (Homo sapiens), Q03164; MLL-CXXC / FITC-HOXA9 DNA fluorescence polarization; Potency, µM (highest dose often 115 µM), without a hit: at the highest dose activity change, negative = inhibition, hits mostly inhibitors; 290,000 tested, 0.037% active; active means well fitted inhibition curve with a large enough effect in the polarisation, with a control signal flat, not every such curve was filed as active; inconclusive means small, poorly fitted or top-dose-only effect, or effect the other way, or a change in a side signal; inactive means no such curve, though single readings can be large or run the other way; the % refers to the polarisation; further: potency means the concentration at half of the fitted maximal effect
#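 Fluorescence polarization: 7 uM MLL-CXXC (stock) preincubated 5 min with compounds, then 50 nM fluorescein-HOX-A9 DNA (stock) added; 30 min ambient. Buffer 50 mM Tris-HCl pH 7.5, 50 mM NaCl, 1 mM DTT, 0.05% BSA.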
# Chronic BCR inh = qHTS Assay to Find Inhibitors of Chronic Active B-Cell Receptor Signaling | ABC-DLBCL IkBa-CBG/CBR reporter, luminescence ratio, 4 h | Potency, µM (doses to about 46.1 µM), for the others: at the highest dose ratio change, negative = lower green/red ratio, hits mostly inhibitors | 340,000 tested, 0.05% active; active means well fitted inhibition curve with a large enough effect in the signal ratio, with a control signal flat, not every such curve was filed as active; inconclusive means small, poorly fitted or top-dose-only effect, or effect the other way, or a change in a side signal; the % refers to the signal ratio;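 further: potency means the concentration at half of the fitted maximal effect; plate controls were basal doxycycline-induced cells for no effect and cells given 10 µM MG132 for full effect; MG132 reads +100%, hits lower the ratio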
#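 Cell line TMD8 (human ABC DLBCL), stably expressing tet-inducible CBG68-IkBa fusion and CBR; IMDM/0.5% FBS; cpd up to 46 uM; dox induction, 4 h, 37C/5% CO2; dual luminescence; green/red ratio; MG132 control.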
# TSHR antagonist = Antagonists of the Thyroid Stimulating Hormone Receptor: HTS campaign | Thyrotropin receptor (Homo sapiens), P16473 | 330,000 tested, 0.2% active | AID 504810, 2011 | TSHR-expressing cells, TSH-stimulated cAMP HTRF, 2 h; stronger effect = lower value | activity change, negative = inhibition, % at 11.5 µM;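 active means activity change below a set negative limit, meaning inhibition stronger than a set level, cut at about -70% in these data; inconclusive means activity change between two set negative limits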; further: on the % scale 0 is the no-effect control and ±100 the full control effect
#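 Competitive HTRF cAMP read-out (cryptate anti-cAMP antibody, cAMP-d2; 30 min, room temperature) in freshly harvested TSHR cells. Compounds added before TSH at EC80 (4nM final), followed by 2 hours' incubation at 37 deg C.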
# Tb PFK block = qHTS Assay to Find Inhibitors of T. brucei phosphofructokinase; ATP-dependent 6-phosphofructokinase (Trypanosoma brucei brucei), O15648; T. brucei PFK, ADP-Glo luminescence; Potency, µM (top dose mostly 57.5 µM), without a hit: at the highest dose activity, negative = inhibition, actives largely listed as inhibitors; 330,000 tested, 0.17% active; AID 485367, 2010;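 further: potency means the concentration at half of the fitted maximal effect; 0% = uninhibited 1x PFK enzyme wells and -100% = no-enzyme wells; nearly all actives have a fitted effect of over 60% in size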
# Target sequence (O15648 whole entry, looked up): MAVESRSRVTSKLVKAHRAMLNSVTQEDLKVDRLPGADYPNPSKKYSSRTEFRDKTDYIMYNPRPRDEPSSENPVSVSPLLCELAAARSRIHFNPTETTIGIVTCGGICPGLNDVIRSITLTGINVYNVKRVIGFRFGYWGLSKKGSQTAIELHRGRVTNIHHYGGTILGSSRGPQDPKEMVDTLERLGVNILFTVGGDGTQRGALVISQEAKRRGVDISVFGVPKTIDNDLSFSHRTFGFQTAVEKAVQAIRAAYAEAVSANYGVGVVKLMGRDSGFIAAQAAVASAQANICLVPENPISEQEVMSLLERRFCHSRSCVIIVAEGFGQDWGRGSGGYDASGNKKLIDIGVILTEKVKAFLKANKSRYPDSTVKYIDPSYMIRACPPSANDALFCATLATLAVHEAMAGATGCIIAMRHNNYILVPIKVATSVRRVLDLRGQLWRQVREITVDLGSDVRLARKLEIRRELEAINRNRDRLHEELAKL
#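 Activity is normalized to no-enzyme wells (full inhibition) and 1.25 nM enzyme wells (no inhibition). Reaction: 0.5 mM F6P, 0.1 mM ATP, 45 min RT, ADP-Glo luminescence; concentration-response curves fitted and classed by quality.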
# Coupling enz = qHTS Assay for Inhibitors of Fructose-1,6-bisphosphate Aldolase from Giardia Lamblia: Coupling assay counterscreen; coupling enzyme system counterscreen, AmpLite Red fluorescence; activity change, negative = inhibition, % at 58.2 µM, hits read low; 290,000 tested, 0.67% active; AID 2472, 2010; in the data active means activity change below about -30%; further: on the % scale 0 is the no-effect control and ±100 the full control effect
#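 Compounds tested against the coupling enzymes alone at 57.5 uM final; readout was AmpLite Red fluorescence (525/598 nm) after 20 min at RT.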
# A-T KAP1 phos = qHTS Assay for Identifying a Potential Treatment of Ataxia-Telangiectasia; […] A-T fibroblasts, KAP-1 phosphorylation AlphaLISA; neocarzinostatin DNA damage 30 min before lysis; Potency, µM (series often up to 57.5 µM), for the others: at the highest dose activation, actives largely listed as activators; 320,000 tested, 0.19% active; AID 485349, 2010; further: potency means the concentration at half of the fitted maximal effect; % of control where 0% means no effect; nearly all actives have a fitted effect of over 45% in size
#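 ATM-like activity read as KAP-1 phosphorylation via AlphaLISA donor/acceptor antibody pairs after lysis and 6 hr at 25C. Cells were ATM-null patient fibroblasts ([…], hTERT), dosed 60 min, then exposed to the DSB inducer NCS for 30 min.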
# GALK inh = qHTS Assay for Inhibitors of Human Galactokinase (GALK) | Potency, µM (highest dose often 57.5 µM), for the others: at the highest dose activity change, negative = inhibition, most hits filed as inhibitors | Purified GALK, Kinase-Glo residual ATP luminescence | 270,000 tested, 0.007% active | AID 1868, 2009 | P51570; further: potency means the concentration at half of the fitted maximal effect; on the % scale 0 is the no-effect control and ±100 the full control effect
# Target sequence (P51570 whole entry, looked up): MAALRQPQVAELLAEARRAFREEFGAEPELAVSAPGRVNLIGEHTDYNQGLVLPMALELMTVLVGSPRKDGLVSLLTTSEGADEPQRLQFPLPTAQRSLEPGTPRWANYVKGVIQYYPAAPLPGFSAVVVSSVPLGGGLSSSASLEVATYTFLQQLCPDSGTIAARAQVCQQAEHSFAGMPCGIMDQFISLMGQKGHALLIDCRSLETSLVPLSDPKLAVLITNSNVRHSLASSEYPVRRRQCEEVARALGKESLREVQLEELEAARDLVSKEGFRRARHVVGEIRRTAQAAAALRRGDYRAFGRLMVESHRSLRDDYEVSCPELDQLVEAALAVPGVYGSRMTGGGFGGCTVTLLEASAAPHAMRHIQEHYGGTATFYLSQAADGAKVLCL
#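 Quantitative HTS: GALK 5 nM, ATP 35 uM, galactose 100 uM, 1 h room temperature, then luciferase-based ATP detection.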
# Giardia kill = Small Molecules that selectively kill Giardia lamblia: qHTS | Giardia lamblia trophozoite viability | activity change, % at 7.66 µM, hits read low | 340,000 tested, 0.15% active; in the data active means activity change below about -80%; inconclusive means between about -30% and that limit;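 further: parasites exposed to compound for two days anaerobically before the ATP read; on the % scale 0 is the no-effect control and ±100 the full control effect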
#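 Luminescence from cellular ATP indicates surviving trophozoites (100 cells/well) following 48 hrs anaerobic compound treatment at 37 deg C; signal develops 15-30 min at room temperature.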
# KCNH2 WT inh = qHTS for Inhibitors of KCHN2 3.1: Wildtype qHTS | Voltage-gated inwardly rectifying potassium channel KCNH2 (Homo sapiens), Q12809 | 340,000 tested, 0.37% active | AID 720551, 2013 | U2OS, BacMam KCNH2, thallium flux FluxOr; stronger effect = lower value | activity change, % at 1.84 µM;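 active means maximum activity change below -70%; inconclusive means maximum activity change between -70% and -50%; inactive means maximum activity change above -50%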; further: on the % scale 0 is the no-effect control and ±100 the full control effect
#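 U2OS cells transduced with wild-type KCNH2 virus are loaded with FluxOr dye for 45 min, and thallium flux is measured in kinetic reads before and after stimulation buffer. Rate constants are normalized to DMSO controls.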
# TCR activator = Activators of T cell receptors: qHTS campaign; primary human leukocytes, anti-CD3, IL-2 HTRF, 48 h; Potency, µM (series often up to 9.22 µM), for inactives: at the top dose activation of IL-2 secretion, actives largely listed as activators; 330,000 tested, under 10 active; further: % of control where 0% means no effect
#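 48 hr co-incubation of compounds, a-CD3 beads and primary human leukocytes; IL-2 quantified homogeneously by HTRF with anti-IL-2 K and d2 conjugates.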
# * marks the source's active call; other numbers are inactive results; ? = inconclusive; nt = not tested or not shown; [ ] = dose if it differs, or a comment. Unless noted, the call rests on the fitted dose curve; in most records, active means well fitted curve in the direction sought with a large enough effect; inconclusive means small, poorly fitted or top-dose-only effect, or another doubt; inactive means no such curve, though single readings can be large; an effect the other way counts as inactive or inconclusive.
# Value order – CXXC DNA block	Chronic BCR inh	TSHR antagonist	Tb PFK block	Coupling enz	A-T KAP1 phos	GALK inh	Giardia kill	KCNH2 WT inh	TCR activator
COc1cc(C(=O)Nc2ccc3ccccc3c2)cc(OC)c1OC
    -0.4%	?	24.8	1.4%	1.5	3.3%	1.0%	-3.8	-11.0	-0.3%
O=C(NCc1ccccn1)Nc1cccc(Cl)c1Cl
    -1.4%	-0.6%	-12.3	-1.7%	nt	-0.1%	2.3%	1.4	8.8	-5.1%
COc1ccc(/C=C2/CC/C(=C\c3ccc(OC)c(OC)c3OC)C2=O)c(OC)c1OC
    ?	-0.9%	-31.2	-2.2%	-2.3	-4.3%	nt	-5.1	3.5	-5.0%[46.1 µM]
CCOC(=O)c1c(NCc2ccccc2)n[nH]c1C
    8.0%	5.8%	4.4	-5.3%	0.4	1.1%	nt	-4.6	-11.2	-1.7%[46.1 µM]
O=C(c1cc(COc2ccccc2)on1)N1CCCC(CN2CCOCC2)C1 (stereo not drawn)
    29.0%	8.2%	15.5	-1.6%	nt	12.0%	5.9%	-25.2	-6.0	0.0%
Cc1ccc(S(=O)(=O)NC(=O)CSc2nc3ccccc3s2)cc1
    -10.1%	1.0%	9.9	15.6%	20.2	9.5%	5.6%	-6.1	-8.6	-1.0%
Cc1ccc(S(=O)(=O)N2CCCN(S(=O)(=O)C3CCS(=O)(=O)C3)CC2)cc1 (stereo not drawn)
    1.2%	?	-4.6	0.5%	5.2	-1.2%	1.2%	-1.7	11.8	6.8%
CCC(C)C(NC(=O)C1CCC(C)CC1)C(=O)Nc1ccc(OC)cc1OC (stereo not drawn)
    7.2%	?	-0.9	-1.7%	-2.5	-1.6%	-0.8%	-18.4	-6.0	0.3%
COc1ccc(CNC(=O)C(c2ccco2)N(C(=O)c2ccccn2)c2ccccc2)cc1 (stereo not drawn)
    -14.0%	?	-16.9	2.4%	-2.9	0.6%	1.2%	-21.7	-8.2	0.7%
O=C(CNS(=O)(=O)Cc1ccccc1)NCc1ccccc1
    5.6%	?	-7.5	-1.4%	-0.8	1.1%	-2.1%	-7.7	-4.9	-5.2%
Cc1ccc(OCc2cc(C(=O)N(C)Cc3cnc4ccccn34)no2)cc1C
    -9.3%	-10.8%	0.0	-1.8%	3.9	6.8%	3.0%	18.2	1.5	-0.8%
Cc1ccc(N/C(N)=N/c2nc(CSc3ccccn3)cc(=O)[nH]2)c(C)c1
    19.3%	-20.7%	7.2	-1.8%	-10.0	-2.5%	4.8%	-9.2	3.6	0.6%
O=C1c2ccccc2-c2ccc(C(=O)N3CCOCC3)cc21
    -2.0%	?	1.6	-6.6%	0.8	-6.8%	-2.9%	-2.9	2.3	nt
CC(C)(C)C(=O)/C(C#N)=c1\s/c(=C\c2ccncc2)c(=O)n1CCCN1CCOCC1
    0.7%	5.6%	3.6	0.8%	-0.8	0.7%	5.3%	nt	nt	nt
O=C(c1ccco1)N1CCN(CC2CC3C=CC2C3)CC1 (stereo not drawn)
    -5.3%	?	-1.8	-1.2%	0.1	6.0%	-0.1%	-4.2	-17.7	-3.1%
COc1ccc(C2COC(=O)C2=N)c(NC(=O)c2ccccc2)c1 (stereo not drawn)
    -1.2%	?	1.8	-2.9%	1.8	8.0%	3.1%	7.7	0.6	-1.3%[46.1 µM]
CC(O)c1cccc(NC(=O)CC(c2ccccc2)c2ccccc2)c1 (stereo not drawn)
    -0.6%	2.7%	-2.7	-0.3%	0.4	9.0%	-0.6%	-5.0	-20.0	6.2%
COc1ccc(NC(=O)[C@@H]2CCCN2S(=O)(=O)c2ccccc2F)cc1S(=O)(=O)N1CCCCC1
    nt	?	7.7	-2.0%	nt	-6.9%	nt	-4.5	-1.7	8.1%
CCOC(=O)c1c(C)oc(NC(=O)COc2ccc(Cl)cc2C)c1C#N
    -2.2%	-2.8%	5.3	1.2%	0.4	9.0%	0.0%	-3.4	-2.2	nt
Cc1ccc(C)c(NC(=O)CN(C)C(=O)c2cc(S(=O)(=O)N3CCOCC3)ccc2N2CCCC2)c1
    -3.3%	2.1%	13.7	-1.4%	nt	0.1%	-4.5%	11.4	7.1	-1.7%
Cc1cc(/C=N/N2CCN(C)CC2)c(C)n1-c1ccc(Cl)cc1
    -1.1%	-10.9%	-8.1	-4.3%	-1.8	-1.4%	-4.0%	7.5	21.5	4.8%
Cc1cc(N2CCN(C/C=C/c3ccccc3)CC2)n2ncnc2n1
    1.3%	-4.5%	-9.4	0.5%	-0.9	23.2%	4.6%	27.0	3.6	-17.8%
COc1ccccc1C(CNC(=O)c1ccc(OCc2c(C)noc2C)cc1)N1CCCC1 (stereo not drawn)
    nt	-11.9%	18.2	4.9%	nt	6.7%	nt	12.3	4.3	-1.4%
Cc1nc2cc(CC(=O)O)ccc2o1
    -4.2%	-1.3%	-13.4	-0.5%	-0.1	0.8%	0.1%	-0.8	0.8	nt
COc1cccc(COC(=O)C2CCN(S(=O)(=O)c3ccc(Cl)cc3)CC2)c1OC
    nt	-13.5%	-9.0	-4.8%	nt	-10.3%	nt	-10.3	-5.7	0.2%
N/C(=N\OC(=O)CC1CCCCC1)c1cccnc1
    2.5%	?	-3.7	-3.8%	3.1	0.4%	1.6%	6.1	0.1	1.7%
CCN(CC)C(=O)COc1coc(CN2CCN(c3ccccc3F)CC2)cc1=O
    -6.2%	-3.1%	4.5	2.8%	nt	6.4%	-1.2%	5.9	3.9	5.8%
Cc1cc(N2C(=O)c3ccc(C(=O)Nc4ccccc4O)cc3C2=O)no1
    ?	2.7%	-1.1	-1.6%	4.6	3.4%	-3.1%	-11.4	-4.9	5.9%
CO[C@H]1C[C@@H]2CC[C@@H](C)[C@@](O)(O2)C(=O)C(=O)N2CCCC[C@H]2C(=O)O[C@H]([C@H](C)C[C@@H]2CC[C@@H](O)[C@H](OC)C2)CC(=O)[C@H](C)C=C(C)[C@@H](O)[C@@H](OC)C(=O)[C@H](C)C[C@H](C)C=CC=CC=C1C
    -17.9%	-15.0%	4.7	0.4%	-1.9	5.4%	-0.2%	nt	nt	nt
O=C(CCn1c(=O)c2cccn2c2ccc(F)cc21)NCCc1ccccc1
    8.3%	7.8%	1.2	-2.0%	nt	-9.4%	3.9%	6.4	2.5	-2.9%

# Already shown: entries from further up.
# Value order – CXXC DNA block	Chronic BCR inh	TSHR antagonist	Tb PFK block	Coupling enz	A-T KAP1 phos	GALK inh	Giardia kill	KCNH2 WT inh	TCR activator
COc1cc(C(=O)Nc2ccc3ccccc3c2)cc(OC)c1OC
    -0.4%	?	24.8	1.4%	1.5	3.3%	1.0%	-3.8	-11.0	-0.3%
O=C(NCc1ccccn1)Nc1cccc(Cl)c1Cl
    -1.4%	-0.6%	-12.3	-1.7%	nt	-0.1%	2.3%	1.4	8.8	-5.1%

# Further structures follow:
# Value order – CXXC DNA block	Chronic BCR inh	TSHR antagonist	Tb PFK block	Coupling enz	A-T KAP1 phos	GALK inh	Giardia kill	KCNH2 WT inh	TCR activator
CS(=O)(=O)CCC(C(=O)n1nnc2ccccc21)N1C(=O)c2ccccc2C1=O (stereo not drawn)
    3.9%	2.0%	-11.7	3.4%	0.1	6.1%	-1.0%	-2.7	0.9	-5.2%
CCn1c2ccc(/C(C)=N\O)cc2c2cc(/C(C)=N\O)ccc21
    2.0%	-11.2%	0.6	0.0%	-4.8	nt	1.6%	0.1	1.4	8.8%
O=S(=O)(Nc1ccc(-c2nc3cccnc3s2)cc1)c1ccccc1F
    -12.3%	?	-8.4	19.4%	4.3	15.8µM*	1.2%	1.9	10.1	-8.9%
Cc1nc(S(=O)(=O)c2cccc(Cl)c2)nc2c1CCC2
    1.4%	-0.2%	-4.8	5.1%	5.1	4.5%	nt	-28.4	1.1	-2.1%
O=C(O)c1cccc(-c2ccc(/C=N/n3cnnc3)o2)c1
    28.3%	0.5%	16.0	6.9%	1.2	5.6%	-5.5%	-15.4	1.4	-3.1%
CCN(CC)c1ccc(NC(=O)COc2ccc(C)cc2)cc1
    4.1%	-13.5%	-6.0	-2.7%	2.6	0.5%	2.5%	3.9	-1.9	5.9%
Cc1noc(C)c1COc1ccc(C(=O)OC(C)C(=O)Nc2ccc(S(=O)(=O)N3CCOCC3)cc2)cc1 (stereo not drawn)
    13.8%	-0.2%	6.5	0.3%	1.5	4.2%	0.0%	-9.1	3.4	4.6%[46.1 µM]
